Epigenetic mod: qHTS Assay for Epigenetic Modulators. mouse C127i GFP locus derepression, cytometry, 30 h. Potency, µM (top dose mostly 46.1 µM), for inactives: at the highest dose GFP derepression (activation). AID 597, 2007. actives 0.09% (n = 68,000); also: % of control where 0% means no effect
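Derepression screen: silenced CMV-GFP reporter in murine C127i cells, 30 h compound incubation at 37 C, washed cells imaged by laser-scanning cytometer to enumerate GFP-expressing objects of 20 to 120 um.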
A350 fluor: qHTS Assay for Spectroscopic Profiling in A350 Spectral Region | max dye-equivalent concentration, M | actives 11% (n = 59,000) | Compound autofluorescence, 340/450 nm, Alexa 350 dye-equivalents; stronger effect = higher value; in the data active = max dye-equivalent concentration above about 10 nM; inconclusive = mostly about 1.1 nM to 9.6 nM
Hsp90 Hop PPI: qHTS Assay for Disrupters of an Hsp90 Co-Chaperone Interaction | Hsp90 C-terminal peptide / TPR2A (Hop) interaction, human | AlphaScreen TPR2A-His6 binding biotin-Hsp90 C-terminal peptide | Potency, µM (titrated, usually from 57 µM), for inactives: top-dose activity change, negative = inhibition | actives 0.44% (n = 71,000) | AID 595, 2007; active = well fitted curve in either direction with a large enough effect; inconclusive = small, poorly fitted or top-dose-only effect, or another doubt; also: potency is read from the fitted curve at half-maximal effect; % is scaled to controls: 0 for no effect and ±100 for the full control effect; many of its hits are not listed in these tables
15-hLO inh: qHTS Assay for Inhibitors of 15-hLO (15-human lipoxygenase) | AID 887, 2007 | Potency, µM (top dose mostly 57.1 µM), without a hit: at the top dose activity change, negative = inhibition, actives largely listed as inhibitors | purified 15hLO-1, xylenol orange hydroperoxide absorbance | actives 1.4% (n = 74,000) | Polyunsaturated fatty acid lipoxygenase ALOX15 (Homo sapiens), P16050; also: potency is read from the fitted curve at half-maximal effect; % is scaled to controls: 0 for no effect and ±100 for the full control effect; nearly all actives have a fitted effect of over 55% in size
Target sequence (P16050 whole entry, looked up): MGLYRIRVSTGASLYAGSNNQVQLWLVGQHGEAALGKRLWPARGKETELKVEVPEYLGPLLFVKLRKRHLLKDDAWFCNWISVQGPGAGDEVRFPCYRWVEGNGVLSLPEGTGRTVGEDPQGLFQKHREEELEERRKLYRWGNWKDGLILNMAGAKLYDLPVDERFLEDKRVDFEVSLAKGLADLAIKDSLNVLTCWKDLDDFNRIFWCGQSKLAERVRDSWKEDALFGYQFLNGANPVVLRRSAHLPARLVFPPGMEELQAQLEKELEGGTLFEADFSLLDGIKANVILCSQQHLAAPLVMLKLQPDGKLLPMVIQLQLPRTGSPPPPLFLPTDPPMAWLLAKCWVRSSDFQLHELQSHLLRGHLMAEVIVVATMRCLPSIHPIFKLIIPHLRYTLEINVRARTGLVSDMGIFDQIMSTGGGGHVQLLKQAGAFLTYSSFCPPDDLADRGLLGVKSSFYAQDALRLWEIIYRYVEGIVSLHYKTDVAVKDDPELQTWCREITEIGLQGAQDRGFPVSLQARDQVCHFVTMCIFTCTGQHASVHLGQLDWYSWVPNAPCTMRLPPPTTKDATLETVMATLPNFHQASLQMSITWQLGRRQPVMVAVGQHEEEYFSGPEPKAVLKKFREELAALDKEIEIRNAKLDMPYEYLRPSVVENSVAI
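Purified human 15hLO-1 (40 nM final) in 25 mM Hepes pH 7.5, 0.01% Triton X-100 was preincubated with compound 15 min at room temperature, then reacted 6 min with 50 uM arachidonic acid; hydroperoxide detected by Fe-XO, 573/405 nm absorbance ratio.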
DNA Pol III inh: qHTS Assay for Inhibitors of DNA Polymerase III Holoenzyme System; reconstituted DNA polymerase III holoenzyme replication, biochemical; Potency, µM (highest dose often 57.1 µM), for inactives: top-dose activity change, negative = inhibition; actives 0.25% (n = 71,000); AID 603, 2007; also: potency is read from the fitted curve at half-maximal effect; % is scaled to controls: 0 for no effect and ±100 for the full control effect
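Reconstituted *E. coli* holoenzyme (0.35 nM Pol III, 1 nM beta, 154 nM SSB, 2 nM primase) was preincubated with compound for 15 min at RT. Synthesis on 1.4 nM ssM13Gori ran 35 min, then was stopped with PicoGreen/EDTA and read as dsDNA fluorescence.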
HBB splice mod: qHTS Assay for Modulators of Hemoglobin Beta Chain Splicing. HBB splicing reporter cell assay, activation; EGFP reporter with mutant IVS2-654 intron; response scale: normalised to 500 nM splice-correcting PNA. Potency, µM (doses to about 46.1 µM), for inactives: top-dose activation, usual class: activators. actives 0.06% (n = 65,000); also: potency is read from the fitted curve at half-maximal effect; 0% is about no effect
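HeLa cells stably expressing EGFP interrupted by mutant beta-globin intron 2 (IVS2-654), 500/well in 2% FCS. Treated with compound for 2 days at 37C. Splicing correction scored as total well GFP intensity (488 nm excitation, 500-520 nm emission); 500 nM antisense PNA served as control.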
CRE-bla Fsk: Cell signaling CRE-BLA (Fsk stim). Potency, µM (top dose mostly 38.2 µM), for the others: top-dose activity change, negative = inhibition, most hits filed as activators. CHO CRE-bla reporter (cAMP response element driving beta-lactamase), forskolin EC10, beta-lactamase ratio. actives 2.5% (n = 71,000). AID 662, 2007; active = well fitted activation curve with a large enough effect in the signal ratio, with a control signal flat, not every such curve was filed as active; inconclusive = small, poorly fitted or top-dose-only effect, or effect the other way, or a change in a side signal; the % refers to the signal ratio; also: potency is read from the fitted curve at half-maximal effect; % of control where 0% means no effect
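CRE-bla CHO cells stimulated with EC10 NKH 477 (water-soluble forskolin) and compound titrations, 3 h at 37C; beta-lactamase read with CCF4 after 2 h at room temperature. Activity from 460/530 nm emission ratio, AC50 values for positive or negative modulation.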
4MU fluor: qHTS Assay for Spectroscopic Profiling in 4-MU Spectral Region. compound autofluorescence, 340/450 nm, 4-MU equivalents; stronger effect = higher value. max dye-equivalent concentration, M. actives 11% (n = 59,000); in the data active = max dye-equivalent concentration above about 10 nM; inconclusive = mostly about 1.1 nM to 9.6 nM
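Compounds in 100 mM Tris, pH 8.0, sat 15 min at room temperature before fluorescence was read at 340 nm excitation/450 nm emission; a per-plate six-point 4-MU standard curve converted signals to dye-equivalent concentration at each compound concentration.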
BRCT inh green: qHTS Assay for Inhibitors of BRCT-Phosphoprotein Interaction (Green Fluorophore); Breast cancer type 1 susceptibility protein (Homo sapiens), P38398; BRCA1 BRCT-phosphopeptide binding, green fluorescence polarization; Potency, µM (top dose mostly 76.9 µM), for the others: at the highest dose activity change, negative = inhibition, usual class: inhibitors; actives 0.05% (n = 75,000);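 also: potency is read from the fitted curve at half-maximal effect; plate controls were peptide without protein for full effect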
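Compounds were incubated for 12 min at room temperature with a complex of 100 nM fluorescein-tagged pBACH1 decapeptide and 250 nM His-tagged BRCT protein. Buffer was phosphate pH 7.3 with EDTA, DTT and Tween 20. Disruption of binding lowers the polarization signal.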
BRCT PPI red: qHTS Assay for Inhibitors of BRCT-Phosphoprotein Interaction (Red Fluorophore); actives 0.03% (n = 75,000); AID 892, 2007; Breast cancer type 1 susceptibility protein (Homo sapiens), P38398; BRCT-phosphopeptide binding, red fluorescence polarization; Potency, µM (series often up to 76.9 µM), inactives show at the highest dose activity change, negative = inhibition, actives largely listed as inhibitors; also: % is scaled to controls: 0 for no effect and ±100 for the full control effect
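Rhodamine-labelled pBACH1 10-mer (100 nM) bound to BRCT domain (100 nM) at pH 7.3; compounds incubated 12 min room temperature, polarization read. Free peptide defines full inhibition; unlabelled decapeptide titrated as control.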
Ub-GFP proteasome: Ubiquitin-GFP Assay; Ubiquitin-GFP reporter cells, proteasome inhibition, GFP fluorescence; response scale: untreated = 0%, 10 µM MG-132 = 100%; AID 526, 2006; 67,000 tested, under 10 active; Potency, µM (titrated, usually from 45.9 µM), for inactives: at the top dose activation (GFP accumulation), most hits filed as activators; active = well fitted activation curve with a large enough effect, not every such curve was filed as active; inconclusive = small, poorly fitted or top-dose-only effect, or another doubt; inactive = no such curve, though single readings can be large or run the other way; also: potency is read from the fitted curve at half-maximal effect
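Proteasome block read as GFP accumulation: ubiquitin(G76V)-GFP U2OS cells exposed to compound (2.9 nM–46 uM) for 4 hr at 37 C. Normalization used untreated cells as 0% and 10 uM MG-132 as 100%; concentration-response curves fitted.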
An asterisk follows results filed as active; i = inactive; ? = inconclusive; . = no result given; [ ] = remark or other dose. Unless noted, calls follow the shape of the dose curve; as a rule, active = well fitted curve in the direction sought with a large enough effect; inconclusive = small, poorly fitted or top-dose-only effect, or another doubt; inactive = no such curve, though single readings can be large; an effect the other way counts as inactive or inconclusive.

SMILES	Epigenetic mod	A350 fluor	Hsp90 Hop PPI	15-hLO inh	DNA Pol III inh	HBB splice mod	CRE-bla Fsk	4MU fluor	BRCT inh green	BRCT PPI red	Ub-GFP proteasome
CS(=O)(=O)Nc1ccc2c(c1)C(=O)OC2	3.2%	i	-0.2%	2.5%	5.9%	1.6%	-0.2%	i	-0.1%	0.0%	6.6%
Cc1cc(C(=O)CC#N)c(C)n1CC(F)(F)F	1.2%	i	-0.1%	6.3%	-0.2%	0.2%[57.5 µM]	1.7%	i	0.1%	1.6%	-6.6%
Cc1ccc(-c2nn(CC(=O)NCC3CCCO3)c(=O)c3ccccc23)cc1 (configuration not stated)	0.0%	i	-4.1%	6.6%	-6.1%	-1.3%	0.8%	i	-1.5%	-1.9%	-1.3%
CN(C)CCOC(=O)CCc1ccccc1	3.7%	i	-0.3%	1.4%	-3.1%	-0.6%[57.5 µM]	-3.8%	i	-2.4%	-0.4%	-0.9%
Cc1nnc(SCC(=O)Nc2c(Cl)cccc2Cl)[nH]c1=O	0.0%	.	0.6%	15.9%	-0.8%	-0.2%	-0.7%	.	-2.8%	-0.5%	-7.7%
CC[C@H](C)[C@H](NS(=O)(=O)c1ccc(C)cc1)C(=O)N1CCC(C(=O)N[C@H](C(=O)O)C(C)C)CC1	-0.6%	i	-1.9%	14.4%	5.0%	0.2%[57.5 µM]	-5.6%	i	-0.3%	-2.0%	4.1%
CN1CCN(c2ccccc2NC(=O)c2cc(Br)ccc2Cl)CC1	-1.6%	i	-2.8%	4.6%	-7.9%	-0.5%	9.0%	i	-0.6%	0.7%	0.0%
CCC(Oc1ccccc1)C(=O)Nc1ccccc1OC (configuration not stated)	-2.2%	.	17.0%	-15.3%	0.6%	-1.6%[9.22 µM]	2.5%	.	-8.9%	-1.0%	0.0%
O=C(CSc1nc2c(c(=O)n1-c1ccc(Cl)cc1)SCC2)Nc1nccs1	2.0%	i	-3.7%	-3.2%	3.4%	0.9%	-8.0%	i	-1.3%	0.0%	-0.3%
Cc1ccc(CNc2ccc(N3CCOCC3)cc2)s1	-1.2%	i	-18.7%	15.8µM*	-4.8%	.	8.5%	i	-1.7%	-0.6%	1.3%
CCNc1ncc2nc(-c3ccc(F)cc3)c(=O)n(CCc3ccccc3)c2n1	4.9%[9.22 µM]	4.55e-08M*	-7.4%	7.7%	-21.3%	3.0%	?	4.83e-08M*	3.3%	-3.6%	1.8%
COc1cccc2cc(C(=O)Nc3cccnc3N3CCOCC3)c(=O)oc12	0.0%	i	-2.8%	-5.7%	4.2%	.	11.0%	i	0.3%	0.0%	-6.5%
CN(C)c1ccc(C2N(c3ccc(F)cc3)C(=O)C3CCCN32)cc1 (configuration not stated)	0.0%	.	-3.6%	-0.9%	-1.4%	-0.2%	-6.4%	.	0.0%	0.3%	-2.9%
CC1(C)Cc2c(c(=S)nc(-c3ccccc3)n2CCOCCO)CO1	2.1%	i	0.3%	-0.4%	-4.0%	0.0%[57.5 µM]	-4.6%	i	-1.5%	0.3%	4.3%
COc1ccccc1NC(=O)N1c2ccc(F)cc2CCC1C (configuration not stated)	1.9%	.	4.5%	4.2%	-1.1%	-7.5%	12.6%	.	-0.8%	0.1%	-9.4%

Among those listed so far, these have an aryl thioether with sulfur outside any ring:
SMILES	Epigenetic mod	A350 fluor	Hsp90 Hop PPI	15-hLO inh	DNA Pol III inh	HBB splice mod	CRE-bla Fsk	4MU fluor	BRCT inh green	BRCT PPI red	Ub-GFP proteasome
Cc1nnc(SCC(=O)Nc2c(Cl)cccc2Cl)[nH]c1=O	0.0%	.	0.6%	15.9%	-0.8%	-0.2%	-0.7%	.	-2.8%	-0.5%	-7.7%
O=C(CSc1nc2c(c(=O)n1-c1ccc(Cl)cc1)SCC2)Nc1nccs1	2.0%	i	-3.7%	-3.2%	3.4%	0.9%	-8.0%	i	-1.3%	0.0%	-0.3%

The listing continues.
SMILES	Epigenetic mod	A350 fluor	Hsp90 Hop PPI	15-hLO inh	DNA Pol III inh	HBB splice mod	CRE-bla Fsk	4MU fluor	BRCT inh green	BRCT PPI red	Ub-GFP proteasome
COc1ccc(-c2csc(N3CCN(C(=O)c4ccco4)CC3)n2)cc1	-2.3%	.	-15.5%	?	-5.0%	0.2%	?	.	-0.7%	-1.2%	6.8%
O=C(Nc1ccc2c(c1)OCO2)c1cccc2c1C(=O)N(Cc1cccnc1)C2	-3.9%	i	-3.4%	-20.9%	-11.4%	-1.7%	?	i	-1.8%	-1.4%	1.2%
CN1CCCCCC1=Nc1ccccc1C#N	-4.2%	i	-4.5%	-9.6%	-6.2%	0.4%	2.1%	i	-0.9%	-0.5%	11.3%
N#Cc1c(SCc2ccccc2)nc(N2CCOCC2)c2c1CCCC2	-1.5%	.	?	-17.4%[11.4 µM]	5.8%[11.4 µM]	-3.9%[0.0738 µM]	28.9%[7.6 µM]	.	0.7%	-0.3%	?
CC(C)COC(=O)c1cc(-c2ccc(/C=N/n3cnnc3)o2)ccc1Cl	2.6%	?	-5.2%	3.0%	-5.7%	2.5%	5.8%	?	-1.6%	0.6%	0.1%
COc1ccc(CCNC(=O)COC(=O)c2cnc(C)cn2)cc1OC	1.2%	i	-0.5%	11.2%	-4.4%	0.0%[57.5 µM]	5.8%	i	-3.6%	-0.4%	-0.1%
CCOC(=O)N1CCC(N(CCOC)C(=O)Nc2ccc(CC)cc2)CC1	-0.4%	i	-2.0%	-4.2%	-0.3%	1.3%[57.5 µM]	-14.8%	i	-0.7%	-0.7%	-0.9%
COc1ccc(N2C(=O)C3CCCN3C2c2cccc(F)c2)cc1Cl (configuration not stated)	4.3%	i	2.9%	0.3%	5.1%	-0.5%	3.5%	i	1.8%	1.0%	0.7%
CCCNc1nc2c(c(=O)[nH]c(=O)n2C)n1Cc1ccc(F)cc1	.	.	-3.2%	-10.7%	-7.1%	0.0%	10µM*	.	-2.9%	-0.1%	-4.3%
CCC(NC(=O)NCc1cccnc1)(C(F)(F)F)C(F)(F)F	-1.6%	i	-1.1%	-2.2%	1.5%	5.3%	-2.6%	i	1.5%	-1.0%	3.8%
O=C(CNC(=O)c1ccco1)OCc1ccc(Cl)cc1	-1.6%	.	2.8%	-4.8%	0.1%	-3.6%	7.1%	.	-0.6%	1.0%	-0.3%
CCC(C(=O)N1CCOCC1)n1c(C(=O)OC)cc2occc21 (configuration not stated)	0.0%	i	0.6%	7.2%	-3.9%	-0.5%	2.6%	i	0.0%	0.1%	1.4%
CC(C)Cn1c(SCC(=O)N2CCN(S(=O)(=O)c3ccccc3)CC2)nc2ccccc21	-1.3%	i	-5.0%	-7.4%	-9.8%	-0.3%	-11.4%	i	0.6%	-0.5%	0.1%
CC(C)OCCCNS(=O)(=O)c1ccc2c(c1)oc(=O)n2C	6.9%	.	-1.1%	-1.6%	2.6%	-0.4%	-2.3%	.	-3.0%	-4.3%	-0.3%
CCN(CC(=O)NCCc1ccc(S(N)(=O)=O)cc1)Cc1nc2ccccc2c(=O)[nH]1	-1.5%	i	-1.2%	21.3%	-2.4%	-2.3%	?	i	1.2%	-2.9%	2.6%
COCCOC(=O)C1=C(C)NC(=O)CC1c1cc2c(cc1Br)OCO2 (configuration not stated)	-1.2%	i	4.4%	6.9%	-6.3%	.	4.4%	i	-1.2%	-1.4%	5.2%
O=C(O)CC1(CC(=O)O)Nc2ccccc2SC1=O	0.0%[9.22 µM]	i	-3.1%[11 µM]	-6.5%[11.4 µM]	-8.8%[11.4 µM]	0.0%[9.22 µM]	-4.5%[7.6 µM]	i	1.5%[15.4 µM]	-2.8%[15.4 µM]	-1.9%[9.17 µM]
CCn1c(CNc2ccc(C)cc2C)nnc1SCC(=O)N1CCCc2ccccc21	-1.2%	i	-4.6%	-6.1%	-3.4%	2.9%	-17.0%	i	-0.3%	-0.9%	-5.4%
C[N+]1([C@H](CO)Cc2c[nH]c3ccccc23)Cc2ccccc2C1	1.1%[9.22 µM]	?	-0.2%[11 µM]	18.7%[11.4 µM]	-11.0%[11.4 µM]	0.5%[9.22 µM]	-17.8%[7.6 µM]	?	-2.1%[15.4 µM]	-0.6%[15.4 µM]	5.5%[9.17 µM]

Bioassay records: PubChem, National Center for Advancing Translational Sciences (NCATS)
